High-throughput results (PubChem)
All columns: NCI-60 one-dose screen, growth in % after 48 h at 10 µM unless noted; 100 = growth as untreated, 0 = no growth, -100 = all killed.
SF-268: SF-268 CNS cancer cells. 3.1% of 82,000 active
HCC-2998: HCC-2998 colon cancer. 4.7% of 79,000 active
SF-295: SF-295 CNS cancer cells | 5.6% of 79,000 active | AID 1794758
SF-539: SF-539 CNS cancer | 6.8% of 81,000 active | AID 1794752
U251: U251 CNS tumor cells. 5.4% of 80,000 active. AID 1794753
KM12: KM12 colon cancer cells; 5% of 82,000 active; AID 1794800
SNB-75: SNB-75 CNS cancer; AID 1794750; 5% of 79,000 active
HCT-116: HCT-116 colon cancer. 7.3% of 82,000 active
SNB-19: SNB-19 CNS cancer cells | 2.5% of 81,000 active
Numbers without * were called inactive; . = not tested or not shown; & = joins results of further samples. The calls were made as follows: active = growth percent below 10; inactive = the rest. This is a random part of the collection, and some 11% of all compounds hit somewhere here.

SMILES	SF-268	HCC-2998	SF-295	SF-539	U251	KM12	SNB-75	HCT-116	SNB-19
O=C1CCC23OC=CC2C2(Nc4ccccc4NC2=O)c2cc(Br)ccc2N13 (centres undefined)	92	107	107	99	108	97	88	90	105
Cc1cc(N=Nc2ccc(-c3ccc(N=Nc4ccc(O)c(C(=O)O)c4)cc3)cc2)c(N)cc1N	102	98	103	109	95	103	86	99	103
CCOC(=O)c1c(C)oc2ncnc(N3CCN(C(=O)Nc4ccccc4)CC3)c12	89	102	81	82	77	97	79	95	84
CC(C)NCCOS(=O)C(c1ccccc1)c1ccccc1 (centres undefined)	95	103	101	103	89	100	99	103	108
CC(C)=CCN	103	117	.	104	98	108	101	107	106
CCOC(=O)N(CCCCCCNC(c1ccccc1)S(=O)(=O)O)c1ccccc1 (centres undefined)	115	105	96	112	95	105	98	.	98
CSc1ccc(/C(=N/NC(N)=S)c2ccc(Cl)cc2)cc1	96	118	108	105	98	102	104	95	102
C=CCn1cc(/C=C/C(=O)c2cc3ccccc3oc2=O)c2ccccc21	103	132	104	103	99	109	142	99	102
O=C(Nc1[nH]c(=O)ncc1F)c1ccc([N+](=O)[O-])cc1	99	96	101	110	101	102	103	108	101
Cc1ccc(C(=O)c2ccc(CC(=O)NN3C(=O)c4ccccc4C3=O)n2C)cc1	96	104	99	97	96	102	63	107	96
C/C(Cl)=C/CC1=C(O)c2ccccc2C(=O)C1=O	53	65	24	52	43	54	75	39	65
C=CCn1cc(/C=N\N=C2\C(=O)Nc3c(F)cccc32)c2ccccc21	112	111	99	100	96	104	91	73	101
N#CCC(=O)N1CCCCC1	106	98	117	107	105	111	92	100	98
Clc1cccc(-c2nnc(-c3nc4ccccc4nc3Cl)o2)c1	101	98	106	99	101	102	98	101	103
Nc1cccc2c(O)cccc12	86	107	101	92	93	96	85	83	93
C=C(C)C(=O)Nc1ccc(NC(C)C)cc1	107	.	147	100	123	109	102	105	105
O=C1NC(=S)S/C1=C/c1ccc(OCc2cn(-c3ccc(S(=O)(=O)Nc4nccs4)cc3)nn2)cc1	96	107	107	98	105	99	94	98	101
COc1cc2c(cc1OCCCN1CCN(C(=S)SCCC(C#N)(c3ccccc3)c3ccccc3)CC1)N=C[C@@H]1CCCN1C2=O	-72*	-87*	-14*	-95*	-96*	-75*	-92*	-93*	-44*
Cc1cccc(C)c1NC(=O)Cn1cc(CN2C(=O)c3ccccc3S2(=O)=O)nn1	101	98	107	109	109	104	91	104	107
CNCCOC(c1ccccc1)c1ccccc1C (centres undefined)	97&107	103&105	101&108	105&104	101&98	109&114	64&97	103&98	106&97

Retrieved by compound from the list above (6):
SMILES	SF-268	HCC-2998	SF-295	SF-539	U251	KM12	SNB-75	HCT-116	SNB-19
C=CCn1cc(/C=C/C(=O)c2cc3ccccc3oc2=O)c2ccccc21	103	132	104	103	99	109	142	99	102
CNCCOC(c1ccccc1)c1ccccc1C (centres undefined)	97&107	103&105	101&108	105&104	101&98	109&114	64&97	103&98	106&97
CCOC(=O)c1c(C)oc2ncnc(N3CCN(C(=O)Nc4ccccc4)CC3)c12	89	102	81	82	77	97	79	95	84
O=C(Nc1[nH]c(=O)ncc1F)c1ccc([N+](=O)[O-])cc1	99	96	101	110	101	102	103	108	101
CSc1ccc(/C(=N/NC(N)=S)c2ccc(Cl)cc2)cc1	96	118	108	105	98	102	104	95	102
C=C(C)C(=O)Nc1ccc(NC(C)C)cc1	107	.	147	100	123	109	102	105	105

Quoted from the results shown for reference:
SMILES	SF-268	HCC-2998	SF-295	SF-539	U251	KM12	SNB-75	HCT-116	SNB-19
O=C1CCC23OC=CC2C2(Nc4ccccc4NC2=O)c2cc(Br)ccc2N13 (centres undefined)	92	107	107	99	108	97	88	90	105
Cc1cc(N=Nc2ccc(-c3ccc(N=Nc4ccc(O)c(C(=O)O)c4)cc3)cc2)c(N)cc1N	102	98	103	109	95	103	86	99	103
CCOC(=O)c1c(C)oc2ncnc(N3CCN(C(=O)Nc4ccccc4)CC3)c12	89	102	81	82	77	97	79	95	84
CC(C)NCCOS(=O)C(c1ccccc1)c1ccccc1 (centres undefined)	95	103	101	103	89	100	99	103	108
CC(C)=CCN	103	117	.	104	98	108	101	107	106

Next compounds
SMILES	SF-268	HCC-2998	SF-295	SF-539	U251	KM12	SNB-75	HCT-116	SNB-19
COc1ccc(/C=C/c2nnc(/C=C/c3ccc(OC)c(OC)c3)o2)cc1OC	42	55	12	-12*	16	34	38	4.8*	15
Cc1cc(Cl)c(O)c(CN(Cc2cc(C)cc(Cl)c2O)C2CCCCC2)c1	106	83	104	104	100	103	103	92	96
CCOC(=O)CCOCCC(=O)OCC	107	100	.	92	102	111	88	102	101
C[C@H](C(=O)N[C@@H](Cc1ccc(-c2ccccc2)cc1)C(=O)NC1CC(C)(C)NC(C)(C)C1)c1ccc(-c2ccccc2)c(F)c1	-58*	-83*	-54*	-79*	-71*	-80*	13	-86*	-6.9*
Cc1ccc(S(=O)(=O)N/N=C(/c2ccccc2)c2cccs2)cc1	107	.	99	103	104	104	101	100	99
NCC(=O)NC1CCCCC1	102	101	103	.	93	103	99	99	96
COc1ccc(-c2nnc(-c3c(-c4ccc(F)cc4)nc4ncccn34)o2)cc1OC	.	103	84	90	98	99	27	89	96
CCOC(=O)c1[nH]cc2c1CCc1sc(Nc3ccccn3)nc1-2	89	95	87	101	69	64	82	76	85
CC(=O)C(C)c1ccccc1 (centres undefined)	.	99	104	101	99	100	83	96	104
O=C(CC1(O)C(=O)N(Cc2ccccc2)c2ccccc21)c1cc2ccccc2oc1=O (centres undefined)	96	113	93	89	93	99	109	79	90
Cn1cc(-c2cc(N)n3nc(-c4c[nH]c5ccc(F)cc45)cc3n2)c2cc(Br)cnc21	89	14	70	53	22	3.2*	134	-27*	98
NS(=O)(=O)Oc1ccc2c(C(=O)c3ccc(OCCN4CCCCC4)cc3)c(-c3ccc(O)cc3)sc2c1	87	113	106	92	82	101	89	98	90
CCOC(=O)CC(C#N)(CC(=O)OCC)C(=O)OCC	111	109	101	107	95	106	90	102	111
N#CCCOC(=O)c1ccccc1	117	107	117	107	104	111	.	115	105
COc1ccc(-c2nc(Sc3nc4c(c(=O)n(C)c(=O)n4C)n3Cc3ccc(F)cc3)[nH]c(=O)c2C#N)cc1	97	105	103	98	.	101	60	97	98
COc1ccc2[nH]c(O)c(N=NC(=O)c3ccc(S(C)(=O)=O)cc3)c2c1	105	107	101	107	104	105	117	108	108
CCOC(=O)C/C(=C\c1ccccc1)C(C)=O	102	107	98	105	80	101	101	89	101
COc1cc2nc(SCCC(=O)Nc3cc(OC)c(OC)c(OC)c3)n(-c3ccccc3)c(=O)c2cc1OC	100	125	96	97	95	.	61	106	94
NCC(=O)c1ccc2oc3ccccc3c2c1	98	108	115	113	107	106	90	99	.
O=C(NCc1cn[nH]c1-c1ccc(F)cc1)[C@H]1CCC(=O)N(CCCc2ccccc2)C1	97	99	100	98	107	94	100	101	95
CCCCN=CC(Cl)(Cl)C(=O)OCC	110	109	103	102	103	106	105	106	100
COc1ccc(-c2ccc(NC(=O)Nc3ccc(Cl)c(C(F)(F)F)c3)c(C)n2)cc1	74	69	47	81	34	37	73	24	57
NCC(=O)N1CCC[C@H]1C(=O)OC/C=C/c1ccccc1	100	112	108	103	101	102	.	90	100
COc1cccc(Br)c1NC(C)=O	100	109	120	113	94	110	101	109	104
S=C(c1ccc2c(c1)OCO2)N1CCN(c2cccc(Cl)c2)CC1	41	-13*	9.3*	-4.8*	28	13	12	14	40
CN(C(=O)/C=C/c1ccco1)c1ccccc1	115	103	108	98	121	115	84	115	115
CCN(CC)CCOC(=O)c1ccc(NC(=O)Nc2ccccc2)cc1	94	107	97	95	94	105	91	99	108
OC1COC(c2ccccc2)OC1C1OC(c2ccccc2)OCC1O (centres undefined)	113	111	101	91	96	116	96	93	100
ClCc1c(Cl)c(Cl)c(Cl)c(CCl)c1Cl	34	89	98	98	-25*	25	89	-77*	59
CC(=O)OC1CCCC(CN)C1C (centres undefined)	100	86	101	102	94	99	101	97	103
O=C(Cn1c(=O)sc2nc3ccccc3nc21)Nc1ncc(Cc2cccc(C(F)(F)F)c2)s1	95	111	101	100	94	99	80	97	96
CCCCCCNC(=O)Oc1ccc(/C(=C(/C)Cc2ccc(OC)cc2)c2ccc(OCCN(CC)CC)cc2)cc1	94	102	97	98	90	103	83	98	92
CCCCCCCCCC(=O)Oc1ccc(/C(=C(/C)Cc2cccc(OC)c2)c2ccc(OCCN3CCCCC3)cc2)cc1	86	105	94	102	82	99	82	92	99
CCOc1ccc(C(=O)NC(=S)Nc2ccc(C(=O)NO)cc2)cc1	105	114	97	97	102	104	85	103	96
[C-]#[N+]c1c(-c2cc(OC)c(OC)c(OC)c2)cc(-c2ccc(N)cc2)nc1N	102	100	91	95	103	92	69	93	99
CC(Nc1nc2sc3c(c2c(=O)[nH]1)CCCC3)c1nnnn1-c1ccc(Br)cc1 (centres undefined)	93	102	87	99	74	89	84	69	90
Cn1c(C(N)=O)cc2c1-c1nc(Nc3ccccc3)ncc1CCC2	48	73	61	36	27	7.9*	36	26	58
O=C(Cc1ccccc1)NNc1nc(Cl)nc(N2CCN(C(c3ccccc3)c3ccccc3)CC2)n1	100	74	99	102	100	98	96	80	94
Cc1cc(C)c2ccc(C)c(N)c2n1	101	101	109	104	109	111	113	114	116
O=C1OCCCC1O (centres undefined)	106	.	100	106	96	103	93	111	114
CC1=C(C(=O)c2ccccc2)C(c2ccc(N(C)C)cc2)n2c(nc3ccccc32)N1 (centres undefined)	96	111	97	98	99	102	87	89	97
O=C(O)c1ccccc1-c1ccccc1	104	103	98	97	95	109	92	103	95
CC(C)n1cc2c(N)ncnc2n1	106	122	102	105	106	111	82	102	.
NCCCCCNc1noc(Cc2c[nH]c3ccccc23)n1	101	98	.	99	92	97	81	96	103
COc1ccc(C2CC(c3ccccc3)=NN2C(=O)c2cc(OC)c(OC)c(OC)c2)cc1O (centres undefined)	50	-1.3*	5.8*	-16*	21	26	35	14	47
COc1ccc(-c2cc(-c3cccnc3)nc3sc(C(=O)c4ccc(Cl)cc4)c(N)c23)cc1OC	79	105	104	89	71	97	76	79	86
CSc1ccc2c(c1)N(C(=O)/C(C#N)=C/c1ccc(C)cc1)c1ccccc1S2	98	91	108	104	94	98	91	89	84
CCCCOc1nc2ccccc2cc1/C=C/c1cc(/C=C/c2cc3ccccc3nc2OCCCC)n(-c2ccccc2)n1	107	119	114	110	99	103	83	93	97
CN(C(=O)/C=C/c1ccccc1)c1ccccc1	105	99	104	107	98	129	95	92	128
O=C(NNc1nc2ccccc2nc1/C=C/c1ccccc1O)Nc1cccc(Cl)c1	75	91	115	88	74	81	83	74	77
CCOc1ccc2nc(N(Cc3ccncc3)C(C)=O)sc2c1	97	118	98	101	94	104	82	99	93
N=C1C(c2nc(-c3ccc(Cl)cc3)cs2)=C(O)CN1NC(=O)c1ccc2c(c1)OCO2	232	119	133	97	108	111	180	97	117
COc1ccc(CCNC(=O)COc2cc3c(Nc4ccc(F)c(Cl)c4)ncnc3cc2OC)cc1OC	86	101	98	103	103	97	95	107	84
Cc1cc(Br)c(N)c(Br)c1	106	91	96	95	96	104	84	83	103
COc1ccc2nc(Cl)c(/C=C/C(=O)c3ccc(NC(=O)CSc4nnc(-c5ccc(Br)cc5)n4-c4ccccc4)cc3)cc2c1	87	105	90	93	86	98	88	61	89
CCCCC(=O)NCCNc1nccc(Nc2ccc(S(=O)(=O)Nc3ccccn3)cc2)n1	104	103	104	100	108	106	103	98	111
O=COCC(O)COC=O	107	106	127	103	.	104	83	104	111
Oc1cccc(N2CCN(c3cccc(O)c3)CC2)c1	114	86	115	109	106	102	115	107	103
CC1CCCNC1 (centres undefined)	107	113	99	98	96	105	53	100	100
Cc1nnc(-c2ccc3c(c2)nc(-c2ccncc2)n3C2CCCCC2)o1	106	88	99	103	94	104	85	95	112

Entries of single compounds, looked up by structure. Order of values: SF-268 | HCC-2998 | SF-295 | SF-539 | U251 | KM12 | SNB-75 | HCT-116 | SNB-19
`NS(=O)(=O)Oc1ccc2c(C(=O)c3ccc(OCCN4CCCCC4)cc3)c(-c3ccc(O)cc3)sc2c1` reads 87 | 113 | 106 | 92 | 82 | 101 | 89 | 98 | 90
`CCCCCCCCCC(=O)Oc1ccc(/C(=C(/C)Cc2cccc(OC)c2)c2ccc(OCCN3CCCCC3)cc2)cc1` reads 86 | 105 | 94 | 102 | 82 | 99 | 82 | 92 | 99

New compounds follow:
SMILES	SF-268	HCC-2998	SF-295	SF-539	U251	KM12	SNB-75	HCT-116	SNB-19
CNC(=O)CCN1C(=O)/C(=C/c2ccc(O)cc2)SC1=S	97	108	100	95	97	102	85	97	96
COc1ccc(S(=O)(=O)NCCNc2cc(-c3c(-c4cccc(OC)c4)nc4sccn34)ccn2)cc1	83	113	95	101	96	99	88	101	90
O=C1Nc2ccccc2/C1=C/c1cccs1	94	91	101	87	83	77	103	100	83
COc1ccc(-n2c(-c3ccccc3)c(-c3ccccc3)c3c(SCC(=O)N/N=C/c4ccccc4[N+](=O)[O-])ncnc32)cc1	93	95	80	79	80	88	.	70	86
CSc1nc(N)n(/N=C(\C)c2cccs2)c(=O)c1C#N	111	109	104	102	110	108	119	111	101
O=C1/C=C/[C@@H](O)[C@@H]2C[C@@H](O)C[C@H]2/C=C/CCC[C@H]([C@@H](O)CO)O1	61	85	88	74	69	63	84	94	67
C#CCN1C(=O)c2cccc3c(-c4ccc5c(c4)ncn5C4CCCCC4)ccc(c23)C1=O	91	93	89	98	91	87	86	77	96
CCOC(=O)c1[nH]c(C)c(/C=N/NC(N)=O)c1C	100	102	99	101	96	103	97	101	103
OCCCOc1ccccc1	102	97	97	106	99	103	82	103	99
COC1=CC(c2ccc[nH]2)=N/C1=C\c1[nH]c(C)c(C(=O)CCCCC(=O)NCCSSCCNC(=O)CC[C@H](NC(=O)c2ccc(NCc3cnc4nc(N)[nH]c(=O)c4n3)cc2)C(=O)O)c1C	112	81	110	116	105	101	99	99	102
